# ST2 IL33 inh – inhibitors of human ST2 (IL1RL1) binding to IL-33; AID 1259354; inhibition, % for hits at 17 µM; AlphaLISA ST2-Fc/biotin-IL-33 interaction, 1 h; 78,000 compounds, 2.3% hits; in the data active = inhibition above about 30%; inconclusive = mostly about 10% to 28%
# Target sequence (Q01638 whole entry, looked up): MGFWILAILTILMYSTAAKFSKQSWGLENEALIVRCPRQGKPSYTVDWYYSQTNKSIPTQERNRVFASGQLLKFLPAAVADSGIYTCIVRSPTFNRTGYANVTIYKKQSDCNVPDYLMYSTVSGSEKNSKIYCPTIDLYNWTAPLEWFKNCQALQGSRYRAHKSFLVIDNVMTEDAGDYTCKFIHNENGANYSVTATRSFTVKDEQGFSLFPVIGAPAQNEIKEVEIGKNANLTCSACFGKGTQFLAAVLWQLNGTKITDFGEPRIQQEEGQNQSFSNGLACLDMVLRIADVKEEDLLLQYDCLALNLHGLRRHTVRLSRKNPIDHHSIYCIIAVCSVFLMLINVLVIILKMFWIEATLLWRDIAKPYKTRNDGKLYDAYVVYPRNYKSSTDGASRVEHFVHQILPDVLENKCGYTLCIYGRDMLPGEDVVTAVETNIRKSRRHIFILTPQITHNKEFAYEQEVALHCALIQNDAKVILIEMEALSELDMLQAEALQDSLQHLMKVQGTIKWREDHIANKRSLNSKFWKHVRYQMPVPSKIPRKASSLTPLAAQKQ
# * hit, by the source's call; i = inactive; u = inconclusive. The list is partial; rates above refer to the full screens.
SMILES,ST2 IL33 inh
CC1CCCN(CCCNC(=O)c2ccc3c(c2)NC(=O)C(N2CCOCC2)S3)C1 (centres undefined),i
CCCc1sc(NC(=O)c2cc(OC)c(OC)c(OC)c2)nc1-c1ccc(OC)c(OC)c1,i
CCOc1ccc(-c2nc3s/c(=C\C4=Cc5ccccc5OC4C)c(=O)n3n2)cc1 (centres undefined),i
C=CCOc1ccccc1/C=C1/C(=O)N(c2cccc(Br)c2)N=C1C,u
O=C(CCSc1ccc(Cl)cc1)N1CCCCCC1,i
CC(C)(C)c1ccc(-c2ncccc2O)cc1,u
Cc1ccc(Cl)cc1N=C1C(=O)Nc2ccccc21,i
Cc1ccc(N2CC(NC(=O)c3ccccc3Br)CC2=O)cc1 (centres undefined),u
Cc1nc2ncccn2c1C(=O)NCCCc1nc2ccccc2n1C,i
O=C(CSc1nc2ccccc2[nH]1)NCCc1ccccc1,i
O=C(c1ccccc1F)N1CCN(c2ccc([N+](=O)[O-])c3cccnc23)CC1,35%*
Cc1cc2ncn(C(=O)C(Cl)Cl)c2cc1C,i
O=S1(=O)N=C(Nc2ccc(Cl)c(Cl)c2)c2ccccc21,i
Cc1nc2ccccc2n1S(=O)(=O)c1ccc(Cl)cc1,i
CCCc1cc(C(=O)Nc2c(C)nn(Cc3ccccc3Cl)c2C)no1,i
COc1ccc(C2CC(c3ccc(Cl)cc3Cl)n3nc(N)nc3N2)cc1 (centres undefined),i
O=C(NC1CCCCC1)C1c2ccccc2C(=O)N1Cc1ccccc1 (centres undefined),i
COc1ccccc1NC(=O)c1ccccc1F,i
Cc1cccc(CC(=O)N2CCN=C2SCc2ccccc2C)c1,i
CC(NC(=O)c1ccncc1)C(c1cccs1)N1CCN(C)CC1 (centres undefined),i
Cc1nn(C(=O)c2ccco2)c(-c2ccccc2)c1Sc1ccccc1,u
CCOc1ccc(Nc2nc(-c3nnc(-c4ccc(C)cc4)o3)nc3ccccc23)cc1,u
COc1ccc(NC(=O)CN2C(=O)c3ccc([N+](=O)[O-])cc3C2=O)c(OC)c1,i
CCOC(=O)c1coc(N2CCOC(c3ccc(Cl)cc3)C2)n1 (centres undefined),u

# Next section, starting with the last 6 of the part before.
SMILES,ST2 IL33 inh
Cc1cccc(CC(=O)N2CCN=C2SCc2ccccc2C)c1,i
CC(NC(=O)c1ccncc1)C(c1cccs1)N1CCN(C)CC1 (centres undefined),i
Cc1nn(C(=O)c2ccco2)c(-c2ccccc2)c1Sc1ccccc1,u
CCOc1ccc(Nc2nc(-c3nnc(-c4ccc(C)cc4)o3)nc3ccccc23)cc1,u
COc1ccc(NC(=O)CN2C(=O)c3ccc([N+](=O)[O-])cc3C2=O)c(OC)c1,i
CCOC(=O)c1coc(N2CCOC(c3ccc(Cl)cc3)C2)n1 (centres undefined),u
Cc1nc2c(ccc3nc(NC(=O)c4cccs4)sc32)s1,i
O=C(CSc1ncc(-c2ccc(Br)cc2)[nH]1)Nc1ccc(F)cc1F,i
OCCN1CCN(CC#CCn2c3ccccc3c3ccccc32)CC1,i
COc1ccc(C(O)C(C)OC2OC(CO)C(O)C(O)C2O)cc1 (centres undefined),i
CCOC(=O)c1sc2cccc(F)c2c1N,i
COc1ccccc1/C=C/C1=NC(=C\c2cccnc2)/C(=O)O1,u
Cc1c(NC(=O)c2cncc(Br)c2)cccc1-c1nc2ccccc2s1,i
CCCCC(=O)NC(c1ccc2c(c1)OCO2)c1cc([N+](=O)[O-])c2cccnc2c1O (centres undefined),u
CC(C)OC(=O)CCC(=O)Nc1ccc(F)cc1,i
Nc1c(Br)cc(O)c2c1C(=O)c1ccccc1C2=O,68%*
Cc1ccc2nc(-c3ccc(NC(=O)c4cc(=O)c5ccccc5o4)cc3)sc2c1,u
Cc1ccc(S(=O)(=O)NCC(c2cccnc2)N2CCN(c3ccccc3F)CC2)cc1 (centres undefined),i

# 4 of these compounds, set out differently:
SMILES: CCOC(=O)c1coc(N2CCOC(c3ccc(Cl)cc3)C2)n1 (centres undefined)
  ST2 IL33 inh: u

SMILES: Cc1nc2c(ccc3nc(NC(=O)c4cccs4)sc32)s1
  ST2 IL33 inh: i

SMILES: O=C(CSc1ncc(-c2ccc(Br)cc2)[nH]1)Nc1ccc(F)cc1F
  ST2 IL33 inh: i

SMILES: OCCN1CCN(CC#CCn2c3ccccc3c3ccccc32)CC1
  ST2 IL33 inh: i

# Carrying on.
SMILES,ST2 IL33 inh
Cc1cccc(CNC(=O)NCc2cnn3ccccc23)c1,u
Cc1cc([N+](=O)[O-])nn1CCCC(=O)Nc1ccc(C#N)cc1,i
Cn1c(SC2=CS(=O)(=O)c3ccccc32)nc2ccccc21,i
Cc1cc(OCC(=O)NCc2cccnc2)cc(C)c1Br,i
Cc1ccc(Nc2ncnc3sc(C)cc23)cc1,u
N#CC1=C(N)Oc2c(c(=O)[nH]c3ccccc23)C1c1cc(Br)cs1 (centres undefined),i
CCCCn1ncc(C)c1NC(=O)c1ccsc1,31%*
CN1CC(=O)N2C[C@@H](NC(=O)c3nc4c(s3)CCCC4)C[C@H]2C1=O,u
CCSc1nc2c(c(=O)[nH]1)C(c1cccc(Br)c1)C1=C(CC(C)(C)CC1=O)N2 (centres undefined),i
Nc1cc(N)nc(SCCOc2ccc(Cl)cc2)n1,i
CC12COC3(C(=O)NCCc4ccccc4)CC1CCC32C (centres undefined),i
COCC(=O)N1CCCC(C(=O)NCCN2CCCC2)C1 (centres undefined),i

# Rewritten with bars between the fields: entries from further up
Molecule | ST2 IL33 inh
CC(C)OC(=O)CCC(=O)Nc1ccc(F)cc1 | i
Cc1ccc2nc(-c3ccc(NC(=O)c4cc(=O)c5ccccc5o4)cc3)sc2c1 | u

# Continuation.
SMILES,ST2 IL33 inh
COc1ccc(C(O)=C2C(=O)C(=O)N(CCCN(C)C)C2c2cccnc2)cc1OC (centres undefined),i
Cc1cc(NC(=O)c2cccc(Cl)c2)cc(C)c1O,i
O=C(Nc1ccc2c(c1)OCCO2)C1c2ccccc2C(=O)N2CCc3ccccc3C12 (centres undefined),i
Oc1cc(-c2cccc(Cl)c2)cc2c1OCCN(c1ncnc3nc[nH]c13)C2,i
COc1cc(OC)c(Nc2nc(-c3nnc(-c4ccc(C)cc4)o3)nc3ccccc23)cc1Cl,u
Cc1ccc(SCCc2ccncc2)cc1,i
CCOC(=O)CNc1cccc(C(=O)N2CCCn3cncc3C2)c1,i
Oc1cccc(-c2nccn2CCCOc2cccnc2)c1,u
CC(C)CN(CC(C)C)S(=O)(=O)c1ccc(C(=O)Nc2sc3c(c2C#N)CCC3)cc1,i
Cc1nn(-c2ccccn2)c(C)c1[C@@H]1C=C[C@@H](NC(=O)CCCC(=O)O)C1,i
CCC1CN(Cc2cnc(-c3ccco3)nc2)CCN1C(C)C (centres undefined),i
Cc1nc2ccc(NC(=O)Nc3ccc(N4CCOCC4)cc3)cc2nc1C,i
CCOc1ccc(-c2nc(SCC(=O)NC(C)(C)C)n3[nH]c(=O)cc3n2)cc1,i
Cc1ccc(C(=O)Nc2ccccc2C(N)=O)cc1Cl,i
Cc1cnc2c(C(=O)NC(c3ccncc3)c3ccccc3C)cnn2c1 (centres undefined),u
COc1ccccc1Oc1nc2c(c(=O)n(C)c(=O)n2C)n1Cc1ccccc1F,31%*
O=C(CSc1nnc2sc3ccccc3n12)NCc1ccccc1,i
COc1ccccc1CCN1CCCC(CN(C)Cc2cnc(SC)nc2)C1 (centres undefined),u
CC1=C(C(=O)OC2CCCCC2)C(c2cccs2)n2ncnc2N1 (centres undefined),i
COc1ccc2c(c1)CCc1c(C(=O)N3C(C)CCCC3C)noc1-2 (centres undefined),i
CCN1CCCC1CNC(=O)c1ccc2c(c1)N(Cc1ccc(C)cc1)CCS2 (centres undefined),i
O=C(Nc1ccccc1Cl)c1ccc(Br)c(S(=O)(=O)N2CCCCCC2)c1,i
O=C(Nc1c2c(nn1-c1ccc(Oc3ccccc3)cc1)CSC2)c1ccco1,i
COC(=O)CC1(O)c2ccccc2C(=O)N1CCc1ccc(S(N)(=O)=O)cc1 (centres undefined),i
CCCCN(CCCC)c1nc(C)cc(=O)[nH]1,u
Cc1c(C(=O)NCCCN2CCOCC2)cnn1-c1nccc(-c2cc3ccccc3o2)n1,i
CCCOC(=O)c1cccc(Nc2nc(-c3cccnc3)nc3ccccc23)c1,i
O=C(CSc1ccccn1)Nc1ccc(Cl)c(Cl)c1,i
COc1cc(F)ccc1-c1ccc(Cn2ccnc2)cn1,i
O=C(N[C@@H]1CN(C(=O)NC2CCCCC2)CCC[C@H]1O)c1ccc(OCCN2CCOCC2)cc1,u
CCOC(=O)c1c(C)nc(NC(C)=O)nc1N,i
Cc1cc(NC(=O)CN2C(=O)S/C(=C\c3ccc(F)cc3)C2=O)no1,u
COc1ccc(-n2c(C)c(C(C)=O)c3cc(OC(C)=O)ccc32)cc1,i
O=C(Nc1cc2cc([N+](=O)[O-])ccc2oc1=O)c1ccc(Br)cc1,i
Oc1c(Cl)cc(Br)cc1C=Nc1ccccc1,i
Cc1ccc(N2C(=O)C3CCCCC3C2=O)cc1F (centres undefined),i
Cc1ccc(C2C(C#N)=C(N)OC3=C2C(=O)CCC3)o1 (centres undefined),i
CCN(Cc1ccncc1)C(=O)CCn1c(C)cc2ccccc21,u
CC(=O)Oc1ccc2c(=O)c(-c3ccc4c(c3)OCCCO4)coc2c1,i
Cc1ccc(C(=O)Nc2nc3ccc(S(C)(=O)=O)cc3s2)cc1,i
O=C(CCCCCn1c(=O)[nH]c2ccsc2c1=O)NCCc1ccc(Cl)cc1,u
CN(C)c1ccc(CN2CCc3c([nH]c4ccccc34)C2)cc1,32%*
O=C(NCCNC(=O)C12CC3CC(CC(C3)C1)C2)C12CC3CC(CC(C3)C1)C2,i
O=C(Nc1c2c(nn1-c1ccc(F)cc1)CS(=O)C2)c1cc(Br)ccc1Cl (centres undefined),i
CC(Oc1ccccc1)C(=O)Nc1nc(-c2ccccc2)cs1 (centres undefined),i
Cc1ccc(-n2nc3c(c2NC(=O)c2cc4ccccc4oc2=O)CS(=O)C3)cc1 (centres undefined),u
c1ccc(-c2nnn(C34CC5CC(CC(C5)C3)C4)n2)cc1,i
O=C(C1CC1)N1CCN=C1SCc1ccccc1F,i

# 3 entries out of the list, sorted by number of heavy atoms, highest first.
SMILES,ST2 IL33 inh
Cc1ccc(-n2nc3c(c2NC(=O)c2cc4ccccc4oc2=O)CS(=O)C3)cc1 (centres undefined),u
O=C(CCCCCn1c(=O)[nH]c2ccsc2c1=O)NCCc1ccc(Cl)cc1,u
c1ccc(-c2nnn(C34CC5CC(CC(C5)C3)C4)n2)cc1,i

# Carrying on.
SMILES,ST2 IL33 inh
COc1ccc(CN2Cc3[nH]cnc3C[C@H]2C(=O)NCc2ccccc2)c2ccccc12,u
CSc1nc2c(c(=O)[nH]1)C(c1ccc(C(C)C)cc1)C1=C(CC(C)(C)CC1=O)N2 (centres undefined),i
O=C(Cn1cnc2sc3c(c2c1=O)CCCC3)Nc1ccc(Oc2ccccc2)cc1,i
CC(=O)c1c(C)oc2ccc(N(C(C)=O)S(=O)(=O)c3ccc(Br)cc3)cc12,i
Cc1c(Cl)cccc1NS(=O)(=O)c1ccc2c(c1)CCC(=O)N2,i
Cc1ccc(CN2CCC(CNC(=O)C3(N)CCCC3)C2)cc1C (centres undefined),i
CN(C(=O)Cc1c(C(=O)O)[nH]c2ccc(Cl)cc12)c1ccccc1F,i
Nc1n[nH]c(-c2cccc([N+](=O)[O-])c2)n1,i
COc1c(O[C@@H]2O[C@H](C(=O)O)[C@@H](O)[C@H](O)[C@H]2O)cc(O)c2c(=O)cc(-c3ccccc3)oc12,u
CCc1nnc(CN(CC)C(=O)CSc2nnc(C)s2)o1,i
Cc1ccc(N=C2C(=O)N(CN3CCOCC3)c3ccccc32)cc1,i
CN1/C(=C\C=C2C(=O)CC(C)(C)CC2=O)C(C)(C)c2ccccc21,i
CCS(=O)(=O)NCc1nc2cccnc2n1Cc1ccc(C)cc1,u
C=CCNC(=O)CN(Cc1ccc(C)cc1)S(=O)(=O)c1ccc(C)cc1,i
CCOc1cccc2c1OC1(C)C(C)C2NC(=O)N1c1ccc(Cl)cc1 (centres undefined),i
CS(=O)(=O)N1N=C(c2ccccc2)CC1c1cc2cc3c(cc2nc1Cl)OCO3 (centres undefined),i
Cc1c(C(=O)NC(C)C)oc2ccc(S(=O)(=O)N3CCC4(CC3)OCCO4)cc12,i
CCC(C)NC(=O)c1cnn2c(C)c(Cc3c(C)cc(C)cc3C)c(C)nc12 (centres undefined),i
C=C(C)COc1cccc(C(=O)NCc2cn3nc(C)sc3n2)c1,i
CC(=O)O[C@H]1C[C@@](O)(C(C)C)[C@@H]2[C@@H](OC(=O)c3ccc(O)cc3)CC(C)=CC[C@@]12C,u
O=C(O)CC1(CC(=O)N2CCN3C(=O)N(CCO)C(=O)[C@H]3C2)CCCC1,i
CCC1Oc2ccccc2N(Cc2ccc(F)cc2)C1=O (centres undefined),u
CC(=O)Nc1ccc(S(=O)(=O)NC(C)=O)cc1,u
CCC(C)Nc1ncnc2c1cnn2-c1cccc(C)c1 (centres undefined),i
Oc1ccc(CN2CC[C@@H](N3CCN(CCc4ccccc4)CC3)[C@H](O)C2)cc1Cl,i
Cn1cc(SCc2ccc(Cl)cc2)c2ccccc21,i
COc1ncnc2c1C(c1cccc([N+](=O)[O-])c1)c1c(OC)ncnc1O2,i
CCNC(=O)N[C@H]1CC[C@]2(C)CCC([C@H](C)C(=O)N(C)CCC#N)[C@H](O)[C@H]2[C@@H]1C (some centres undefined),i
CCCc1cc(C(=O)Nc2sc3c(c2C(=O)OCC)CCCC3)no1,i
O=C(O)c1cccnc1SC1CC(=O)N(c2ccc(N3CCOCC3)cc2)C1=O (centres undefined),i
Oc1c(Cl)cc(Br)cc1C=Nc1ccc2c(c1)OCCO2,u
COc1ccc2nc(NC(=O)CNC(=O)Cn3ccc4ccccc4c3=O)sc2c1,u
CCCC1COCCN1Cc1ccc2ccccc2n1 (centres undefined),u
CCOc1ccc(Cn2c(CNS(=O)(=O)c3ccc(C)c(C)c3)nc3cccnc32)cc1,i
O=C1SC(Nc2ccc(Br)cc2)C(=O)N1c1ccccc1 (centres undefined),i
N#Cc1cccc(NC(=O)N[C@H]2[C@H](O)[C@@H](N3CCOCC3)[C@@H]3OC[C@H]2O3)c1,i
CC(C)(C)c1[nH]nc2c1C(c1cccs1)C(C#N)=C(N)O2 (centres undefined),i
COc1ccc(OC)c(-c2cc(C(=O)Nc3sc4c(c3C#N)CCC4)no2)c1,i

# Bioassay records deposited in PubChem by IUPUI and University of Michigan.
